Screening data deposited in PubChem BioAssay by The Scripps Research Institute Molecular Screening Center.
TTR transcr act = TTR transcription activators in neuroblastoma reporter cells, primary screen, cell-based, luminescence, SH-SY5Y, TTR promoter Gaussia luciferase | activation, % at 16.7 µM | 1.3% of 92,000 active | AID 1117267, 2014 | 100% = recombinant luciferase protein wells;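 active = activation above the mean of all tested compounds plus 3 SD, cut at about 9.5% in these data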;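 also: cells exposed to compounds for one day before reading; 0% = median of all test compound wells on the plate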
The depositor's hits bear a star. Not all compounds are listed; rates above refer to the full screens.

SMILES	TTR transcr act
COc1cc2c(cc1NC(=O)/C=C/c1cc(OC)c(OC)c(OC)c1)oc1ccccc12	-2.7
CCn1ccnc1CN(C)C(=O)c1cc(COc2ccccc2SC)on1	0.5
N=C(N)SCC1=CCS(=O)(=O)C1	-1.6
COc1ccc(-c2nnc(SCC(=O)Nc3cc(C)on3)o2)cc1	-0.5
COc1ccccc1CNS(=O)(=O)c1c(C(=O)N2CCCC2)c(C)n(C)c1C	1.3
O=C(Nc1cccnc1)c1cc(F)cc(F)c1	1.3
CCOc1nc(Nc2ccc(OC)c(Cl)c2)nc(N2CCN(c3ccc(OC)cc3)CC2)n1	-2.5
COc1ccc(N(CC(=O)Nc2cc(OC)ccc2OC)S(C)(=O)=O)cc1	-0.4
Cc1ccc(CCN2C(=O)CCC2(C)C(=O)NCc2cccnc2)cc1 (configuration not stated)	0.0
COc1cccc(-n2nc(-c3ccnn3-c3ccccc3)c(=O)n(C)c2=O)c1	0.2
COc1ccc(OC)c(NC(=O)COC(=O)/C=C/c2ccco2)c1	1.1
COc1ccccc1NC(=O)CSc1nc2ccccc2cc1Cc1ccccc1	-0.7
O=C(Nc1nc(-c2ccccc2)nc2ccccc12)c1ccc(F)cc1	-1.2
Cc1ccc(CNC(=O)c2ccc(N3CCC4(CC3)CC(c3ccccc3)=NO4)c(NC(=O)c3ccc(Cl)c([N+](=O)[O-])c3)c2)cc1	-2.2
COc1ccc(C(CNC(=O)c2ccc3c(c2)C(=O)N(CCC(C)C)C3=O)N2CCOCC2)cc1 (configuration not stated)	0.5
O=C(NCc1ccccn1)C1CCN(S(=O)(=O)c2ccccc2)CC1	-0.2
O=S(=O)(Nc1ccc(F)cc1)c1ccc(S(=O)(=O)N2CCOCC2)cc1	0.2
Cc1cc(N2CCN(C(=O)c3ccco3)CC2)n2nc(-c3cccc(F)c3)cc2n1	-1.8
Cc1nn(C)c(C)c1Nc1ccc(N2C(=O)C3CC=CCC3C2=O)cc1[N+](=O)[O-] (configuration not stated)	-1.5
COc1ccc(C(=O)NCC(C)(c2ccccc2)c2ccccc2)cc1S(=O)(=O)N1CCOCC1	-1.3

Sorted by length of the SMILES (rising): part of the list above
SMILES	TTR transcr act
CCn1ccnc1CN(C)C(=O)c1cc(COc2ccccc2SC)on1	0.5
O=C(Nc1nc(-c2ccccc2)nc2ccccc12)c1ccc(F)cc1	-1.2
COc1ccc(C(CNC(=O)c2ccc3c(c2)C(=O)N(CCC(C)C)C3=O)N2CCOCC2)cc1 (configuration not stated)	0.5

Remaining list, next part.
SMILES	TTR transcr act
COc1ccc(CCC(C)N2CCC(Oc3ccc(C(=O)N4CCCC4)cc3)CC2)cc1 (configuration not stated)	-1.6
Cc1cc(C)c2c(N)c(C(=O)c3ccccc3Cl)sc2n1	1.4
COC(=O)[C@@H]1C[C@H]2CC[C@H](O)C[C@H]2N1Cc1ccc(-c2ccccc2)cc1	2.5
O=C(c1ccc(COCC(F)(F)F)o1)N1CCCCCC1	-0.7
COCCNc1nc2nonc2nc1N(C)Cc1cccc2cnccc12	-0.1
COc1ccc(O)c(/C=N/N2CCOCC2)c1	0.4
COc1ccc(F)cc1-c1nc(N)nc(N)n1	1.5
C=CCNC(=S)NNc1ncnc2sc3c(c12)CC(C)(C)OC3	-0.1
Cn1nccc1C(=O)Nc1nnc(C2CC2)s1	-1.0
Cc1ccc(SCc2c(C(=O)N/N=C/c3ccccc3)nnn2-c2nonc2N)cc1	0.7
Cc1ccc(S(=O)(=O)N2CCCCC2)cc1NC(=O)Cn1ccc(C(F)(F)F)n1	-2.6
CC(=O)c1ccc(OCC(O)CNCc2ccc3c(c2)OCO3)cc1 (configuration not stated)	-0.4
Cc1ncoc1C(=O)N1CCCC(C(=O)c2ccc(-c3ccccc3)cc2)C1 (configuration not stated)	-0.7
O=C(O)c1ccccc1-c1ccccc1C(=O)Nc1cccc(O)c1	-0.8
CCO[C@H]1OC(C(=O)NCc2nc3ccccc3[nH]2)=C[C@@H](c2ccc(Br)cc2)[C@@H]1CCCO	-3.5
Nn1c(SCC(=O)NCc2ccc3c(c2)OCO3)nnc1C(F)(F)F	-1.6
COc1ccc(C(=O)NNC(=O)C(=O)/C=C(\O)c2ccc(C)cc2)cc1	-0.3
COc1ccc(NC(=O)Nc2cccc3c2O[C@@H](CN(C)CC2CCCCC2)[C@@H](C)CN([C@H](C)CO)C3=O)cc1	6.6
O=c1c2c3c(sc2n2c(=S)[nH]nc2n1-c1ccccc1)CCC3	1.5
COc1ccc(NC(=O)CCSc2ccc(C)cc2)cc1S(=O)(=O)Nc1ccccc1Cl	-1.6
COc1ccc(OC)c(CN2CCCC(CO)C2)c1 (configuration not stated)	1.6
Cc1cc(C)cc(NC(=O)c2cccc(C(=O)Nc3cc(C)cc(C)c3)n2)c1	1.9
CCOP(=O)(OCC)C(Nc1ccccc1)c1ccccc1C(F)(F)F (configuration not stated)	0.3
COCCNC(=O)C1CCCN(S(=O)(=O)c2c(C)noc2/C=C/c2cccs2)C1 (configuration not stated)	-1.0
C[C@H]1CCCCO[C@H](CN(C)Cc2ccc(C(=O)O)cc2)[C@@H](C)CN([C@@H](C)CO)C(=O)c2cc(NS(=O)(=O)c3cn(C)cn3)ccc2O1	-0.3
O=C(N/N=C/c1ccc([N+](=O)[O-])cc1)c1ccc(COc2ccccc2-c2ccccc2)cc1	0.3
O=C(Cc1ccc(S(=O)(=O)N2CCCCC2)s1)Nc1ccc(F)c(F)c1	3.0
Cn1c(C(=O)NCCc2ccccc2)cc(=O)n(C)c1=O	-1.0
COCc1ccc(CN2CCc3c([nH]c4ccccc34)C2C(C)(C)C)o1 (configuration not stated)	-2.2
Cc1cc(C)cc(NC(=O)c2ccccc2CC[N+](=O)[O-])c1	0.9
CC1CCCCC1NC(=O)C1CCN(c2c3c(nc4ncnn24)CCC3)CC1 (configuration not stated)	0.1
CCOC(=O)C1=C(C)N(C[C@@H]2CC[C@@H](Cc3ccc4cc(OC)ccc4c3)O2)C(=O)NC1c1ccc(OC)cc1 (some centres not stated)	-0.6
CC(=O)Oc1ccc(-c2cc3ccc(OC(C)=O)cc3oc2=O)cc1	2.7
CN(C)CCCCCN(C)Cc1cc2ccccc2o1	-1.7
COc1ccc(C(=O)NCc2nnc(SCC(=O)Nc3cccc(F)c3)o2)cc1	1.0
O=C1CN(C(=O)c2ccc(Br)o2)C(c2ccccc2)c2cc(Cl)ccc2N1 (configuration not stated)	-2.3
C[C@]12CCC[C@H](O1)c1c(cc3c(c1O)C(=O)c1c(O)cc(O)cc1C3=O)O2	-1.8
FC(F)(F)c1ccc(-n2cnc3ccccc32)nc1	-2.1
Clc1ccc2oc3c(Cl)ncnc3c2c1	-1.1
CCCc1nc2oc3ccccc3c(=O)c2c(=O)n1-c1ccc(C)cc1	-1.0

Structural class: the compounds so far containing bromine (2)
SMILES	TTR transcr act
CCO[C@H]1OC(C(=O)NCc2nc3ccccc3[nH]2)=C[C@@H](c2ccc(Br)cc2)[C@@H]1CCCO	-3.5
O=C1CN(C(=O)c2ccc(Br)o2)C(c2ccccc2)c2cc(Cl)ccc2N1 (configuration not stated)	-2.3

Additional entries:
SMILES	TTR transcr act
COc1ccc(C(=O)N/C(=C\c2ccccc2)C(=O)Nc2ccccc2C(=O)O)cc1	1.3
Cn1nc(C(F)(F)F)c(C#N)c1N1CCN(c2ccccn2)CC1	0.3
CC(NC(=O)COC(=O)/C(=C/c1cccs1)c1cccs1)c1ccccc1 (configuration not stated)	-2.7
O=C(NNC(=O)c1cccs1)c1ccc(F)cc1	1.1
CCOc1ccc(Nc2nc(Nc3ccc(O)cc3)nc(C)c2[N+](=O)[O-])cc1	1.6
CCCCNC(=O)CSc1nc(N)c(C(=O)Nc2ccc(OC)cc2)s1	1.4
COc1cnn(Cc2ccccc2)c(=O)c1SCc1ccccc1	2.7
CC(=O)N1CCN(C(=O)c2cc(S(=O)(=O)NCc3ccccc3)ccc2C)CC1	-1.7
O=C(NNS(=O)(=O)c1ccc2ccccc2c1)c1cccs1	-0.9
CC1(C(=O)O)CCCN1C(=O)c1ccco1 (configuration not stated)	-1.2
COc1cc(C(=O)Nc2ccc(NC(=O)c3cccc(Cl)c3)nc2)cc(OC)c1OC	-0.4
COc1ccc(S(=O)(=O)N(C)C)cc1NC(=O)Cc1ccc(S(=O)(=O)N2CCOCC2)s1	-0.9
COc1ccc(-c2ccc(C(=O)NCc3ccccc3)c3occc23)c(C)c1	-0.1
COc1ccccc1C(=O)NC(CCSC)C(=O)OCC(=O)N1CCCC1=O (configuration not stated)	-0.8
COC(=O)C1=C(C)N=c2s/c(=C/c3cccs3)c(=O)n2C1c1ccc(F)cc1 (configuration not stated)	-0.3
COc1cc(N)c2ncccc2c1OC	-1.8
CC(C)CCNC(=O)c1ccc2c(c1)ncn2C1CCCCC1	7.5
Cc1nn(C)cc1C1C(C#N)=C(N)N(c2ccc(F)c([N+](=O)[O-])c2)C2=C1C(=O)CCC2 (configuration not stated)	-0.9
Cc1nnc2n(-c3ccccc3)c(=O)c3c4c(sc3n12)COC(C)(C)C4	1.3
O=C(CCc1nc2ccccc2s1)c1ccccc1	0.7
CC(NC(=O)c1ccco1)C1CCCO1 (configuration not stated)	-0.4
O=C(COc1ccc(Cl)cc1)NNC(=O)c1cccnc1	0.6
Cc1ccccc1NC(=O)Cn1cnc2c(oc3nc4c(cc32)COC(C)(C)C4)c1=O	-1.5
NS(=O)(=O)c1ccc(CCNC(=O)c2cc3ccccc3oc2=O)cc1	-0.2
Cc1cccc(-c2nnc(SCCOc3ccc4c(C)cc(=O)oc4c3)o2)c1	5.8
O=S(=O)(c1ccc(F)cc1)N1CCN(c2ncccn2)CC1	-1.0
Cc1nc(SCC(=O)NC(=O)NCc2ccco2)nc(C)c1C	0.9
CC(=O)N1CCOc2ccc(S(=O)(=O)N3C(C)CCCC3C)cc21 (configuration not stated)	-0.7
Cc1ccc(C(=O)Oc2ccc([N+](=O)[O-])cc2)cc1S(=O)(=O)N1CCCCCC1	0.6
O=C(c1cc2nc(-c3ccc(F)cc3)cc(C(F)(F)F)n2n1)N1CCCCC1c1cccnc1 (configuration not stated)	-5.3
Cc1c(C(=O)O)sc(S(=O)(=O)N2CCN(C(=O)Cc3ccc(Cl)cc3)CC2)c1C(=O)O	-1.1
CN1CCc2c(OCC(=O)N3CCCc4ccccc43)cccc2C1=O	4.1
CCC[C@H]1[C@@H](OC(=O)NCc2ccco2)CC[C@@]23CCCN2C(=O)CCC[C@@H]13	0.6
CCOC(=O)N1CCN(c2c(NCc3cccs3)c(=O)c2=O)CC1	-1.0
COc1cc(C(=O)Nc2cc(C)ccc2C)ccc1OCc1c(C)noc1C	-2.0
Cc1ccc2[nH]c(=O)c3cc(C(=O)N(C)C4CCCCC4)sc3c2c1	1.0
COc1ccc(-c2cc(C(=O)O)no2)cc1	1.8
C=CCn1c(CSc2ccc(C)cc2)n[nH]c1=S	0.9
CCOC(=O)Cn1c(=NC(=O)C2CC2)sc2c(C)cc(C)cc21	-0.5
COCC(=O)Nc1cc(OC)ccc1OC	6.1

An excerpt from above in order of the TTR transcr act value, largest number first.
SMILES	TTR transcr act
Cc1ccc2[nH]c(=O)c3cc(C(=O)N(C)C4CCCCC4)sc3c2c1	1.0
Cc1nc(SCC(=O)NC(=O)NCc2ccco2)nc(C)c1C	0.9
CC(NC(=O)c1ccco1)C1CCCO1 (configuration not stated)	-0.4

Of the compounds above, these have a COOH group:
SMILES	TTR transcr act
O=C(O)c1ccccc1-c1ccccc1C(=O)Nc1cccc(O)c1	-0.8
C[C@H]1CCCCO[C@H](CN(C)Cc2ccc(C(=O)O)cc2)[C@@H](C)CN([C@@H](C)CO)C(=O)c2cc(NS(=O)(=O)c3cn(C)cn3)ccc2O1	-0.3
COc1ccc(C(=O)N/C(=C\c2ccccc2)C(=O)Nc2ccccc2C(=O)O)cc1	1.3
CC1(C(=O)O)CCCN1C(=O)c1ccco1 (configuration not stated)	-1.2
Cc1c(C(=O)O)sc(S(=O)(=O)N2CCN(C(=O)Cc3ccc(Cl)cc3)CC2)c1C(=O)O	-1.1
COc1ccc(-c2cc(C(=O)O)no2)cc1	1.8

The listing continues:
SMILES	TTR transcr act
COc1ccccc1CC(=O)Nc1ccc(F)cc1F	-1.0
O=C(CSCc1ccccc1)NCCCN1CCOCC1	1.6
Cc1c(NC(=S)/C=C2\N(C)c3ccccc3C2(C)C)c(=O)n(-c2ccccc2)n1C	-0.7
N#CC(c1cccc([N+](=O)[O-])c1)C(CC(=O)c1ccccc1)c1ccccc1 (configuration not stated)	-1.6
CC(OC(=O)Cc1n[nH]c(=O)c2ccccc12)C(=O)Nc1ccccc1[N+](=O)[O-] (configuration not stated)	-0.7
O=C(OCC#CCSc1nnc(-c2ccccc2)o1)c1cc2ccccc2o1	5.0
Cc1ccc(C)c(NC(=S)NCC(c2cccnc2)N2CCOCC2)c1 (configuration not stated)	-0.7
Cc1ccccc1NC(=O)CC1S/C(=N/c2nccs2)N(C)C1=O (configuration not stated)	-0.1
CCOc1nc(-c2ccc(OC)cc2)ccc1-c1noc(-c2cc(OC)c(OC)c(OC)c2)n1	0.1
OCCn1c(CSc2nnc(-c3ccco3)n2-c2ccccc2)nc2ccc(Cl)cc21	0.3
Cc1cc(=O)[nH]c(SCc2ccc(Cl)cc2)n1	4.5
CC1CC(C)CN(CC(=O)c2cccs2)C1 (configuration not stated)	-0.8
Cc1cc(NO)nc(-c2ccc(Br)cc2)n1	-0.3
O=C(/C=C/c1ccccc1)CCN1CCCCC1	-4.4
CCOc1ccc(/C=C/c2[nH]c(=O)[nH]c(=O)c2[N+](=O)[O-])cc1	-1.4
O=C(Nc1cccnc1)C1Cc2c(-c3cccc(F)c3)ccnc2O1 (configuration not stated)	-0.1
CCOC(=O)C1CCN(C(=O)C(C)(C)NC(=O)Nc2ccccc2Cl)CC1	-0.4
O=C(CSc1nnc(-c2ccccc2)c(-c2ccccc2)n1)N1CCc2ccccc21	1.1
CC(=NNc1ccc([N+](=O)[O-])cn1)c1ccc(N)cc1	-2.7
Cc1nc(-c2ccc(S(=O)(=O)NCc3cccnc3)s2)cs1	-1.6
COc1ccc(C)c(-n2c(=O)n(Cc3ccccc3)c(=O)c3[nH]cnc32)c1	0.2
Cc1cccc(-c2n[nH]c(=S)n2Cc2ccccc2)c1	0.6
Cc1ccc2nc(-c3ccncc3)[nH]c2c1	-0.5
CC(=O)N=c1c(C#N)cc2c(=O)n3ccccc3nc2n1CCCOC(C)C	1.9
